# High-throughput results from PubChem.
# PGK inhibitor = inhibitors of T. brucei phosphoglycerate kinase; P07378; PGK/GAPDH coupled, Kinase-Glo luminescence, 60 min; Potency, µM (doses to about 57.5 µM), for the others: top-dose activity change, negative = inhibition, usual class: inhibitors; 380,000 tested, 0.043% active; AID 602233; also: % is scaled to controls: 0 for no effect and ±100 for the full control effect; nearly all actives have a fitted effect of over 60% in size
#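 Recombinant glycosomal PGK reaction used 1,3-bisphosphoglycerate generated in-well by GAPDH (100nM final) in 100mM TEA pH 7.6, 5mM MgCl2, 0.01% Tween-20. After 60 minutes at room temperature, ATP was read by Kinase-Glo Plus luminescence end-point.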
# G9a block = blocks human histone lysine methyltransferase G9a | Q96KQ7 | G9a H3K9 monomethylation, AlphaScreen, 2 h | AID 504332 | 350,000 tested, 8.8% active | Potency, µM (top dose mostly 102 µM), for inactives: top-dose activity, negative = inhibition, usual class: inhibitors; also: % is scaled to controls: 0 for no effect and ±100 for the full control effect; nearly all actives have a fitted effect of over 75% in size
# Target sequence (Q96KQ7 913-1193 limits assumed): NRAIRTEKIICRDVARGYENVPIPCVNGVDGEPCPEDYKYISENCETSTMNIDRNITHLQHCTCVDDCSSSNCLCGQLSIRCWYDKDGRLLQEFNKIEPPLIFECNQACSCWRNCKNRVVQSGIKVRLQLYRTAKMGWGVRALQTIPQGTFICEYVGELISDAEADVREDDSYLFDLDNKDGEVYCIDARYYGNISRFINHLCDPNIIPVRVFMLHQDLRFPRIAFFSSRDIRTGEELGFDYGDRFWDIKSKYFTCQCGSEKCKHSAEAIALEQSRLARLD
#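 Enzyme 20 nM + cpd, 15 min RT; add b-H3K9 pep 500 nM / SAM 20 uM; 2 h RT; anti-H3K9me1 Ab 0.5 ug/mL + SA donor / anti-rabbit acceptor beads 20 ug/mL each, 10 min; AlphaScreen read.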
# Pin1 inhibitor = inhibitors of human Pin1; Potency, µM (doses to about 115 µM), for inactives: at the top dose activity, negative = inhibition, actives largely listed as inhibitors; Pin1 FP peptide displacement, HiFluor488, 10 min; AID 504891; Q13526; 390,000 tested, 0.009% active; active = well fitted inhibition curve with a large enough effect in the polarisation, with a control signal flat, not every such curve was filed as active; inconclusive = small, poorly fitted or top-dose-only effect, or effect the other way, or a change in a side signal; inactive = no such curve, though single readings can be large or run the other way; the % refers to the polarisation; also: % is scaled to controls: 0 for no effect and ±100 for the full control effect
# Target sequence (Q13526 whole entry, looked up): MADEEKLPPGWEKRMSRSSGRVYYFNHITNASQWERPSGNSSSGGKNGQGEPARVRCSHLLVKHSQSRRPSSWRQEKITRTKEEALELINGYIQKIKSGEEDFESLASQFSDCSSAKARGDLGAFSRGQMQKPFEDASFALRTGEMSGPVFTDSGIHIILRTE
# Pol iota inh = DNA polymerase iota (human) inhibition | AID 588590 | Potency, µM (top dose mostly 115 µM), for inactives: at the highest dose activity, negative = inhibition, most hits filed as inhibitors | Pol iota fluorescent replication assay, 10 min | Q9UNA4 | 390,000 tested, 1% active
#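 Pol iota at 10 nM preincubated 15 min with compounds at room temperature; reaction started with fluorescent substrate, 50 nM final. Fluorescence read kinetically at 0 and 10 min; buffer-only wells as negative control.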
# BLM inh = Bloom syndrome helicase (human) inhibition | recombinant BLM DNA unwinding, fluorescence dequenching | P54132 | 350,000 tested, 0.2% active | Potency, µM (series often up to 56.1 µM), without a hit: at the highest dose activity change, negative = inhibition, hits mostly inhibitors;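 also: plate controls were vehicle for no effect and no enzyme for full effect; nearly all actives have a fitted effect of over 35% in size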
# HP1b chromo inh = blocks HP1-beta chromodomain binding to methylated histone tails | 390,000 tested, 0.56% active | Potency, µM (top dose mostly 114 µM), for the others: at the highest dose activity change, negative = inhibition, usual class: inhibitors | P83916 | AlphaScreen HP1-beta / biotin-H3K9me3 peptide binding; also: nearly all actives have a fitted effect of over 70% in size; inactives centre near 23
#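 AlphaScreen: HP1-beta (50 nM) preformed 30 min with biotin-H3(1-18)K9me3 peptide (50 nM) in PBS pH 7.4, 0.01% Tween-20. Compound added for 30 min at RT, then streptavidin donor/nickel chelate acceptor beads (10 ug/mL) for 30 min.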
# BAZ2B block = BAZ2B (human) inhibition; Q9UIF8; AlphaScreen BAZ2B-H3K14Ac peptide displacement; Potency, µM (series often up to 114 µM), for inactives: top-dose activity change, negative = inhibition, most hits filed as inhibitors; 360,000 tested, 4.4% active; also: % is scaled to controls: 0 for no effect and ±100 for the full control effect; nearly all actives have a fitted effect of over 60% in size
#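 In this displacement format the biotinylated H3(5-23) peptide acetylated at Lys14 serves as ligand at 50 nM, with BAZ2B at 50 nM in PBS pH 7.4 containing 0.01% Tween-20. Donor and acceptor beads are 10 ug/mL final.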
# GLS inh = glutaminase GLS (human) inhibition. O94925. GLS enzymatic activity, qHTS titration. Potency, µM (top dose mostly 45.5 µM), for the others: at the top dose activity change, negative = inhibition, actives largely listed as inhibitors. 410,000 tested, 0.21% active; also: % is scaled to controls: 0 for no effect and ±100 for the full control effect
# Target sequence (O94925 whole entry, looked up): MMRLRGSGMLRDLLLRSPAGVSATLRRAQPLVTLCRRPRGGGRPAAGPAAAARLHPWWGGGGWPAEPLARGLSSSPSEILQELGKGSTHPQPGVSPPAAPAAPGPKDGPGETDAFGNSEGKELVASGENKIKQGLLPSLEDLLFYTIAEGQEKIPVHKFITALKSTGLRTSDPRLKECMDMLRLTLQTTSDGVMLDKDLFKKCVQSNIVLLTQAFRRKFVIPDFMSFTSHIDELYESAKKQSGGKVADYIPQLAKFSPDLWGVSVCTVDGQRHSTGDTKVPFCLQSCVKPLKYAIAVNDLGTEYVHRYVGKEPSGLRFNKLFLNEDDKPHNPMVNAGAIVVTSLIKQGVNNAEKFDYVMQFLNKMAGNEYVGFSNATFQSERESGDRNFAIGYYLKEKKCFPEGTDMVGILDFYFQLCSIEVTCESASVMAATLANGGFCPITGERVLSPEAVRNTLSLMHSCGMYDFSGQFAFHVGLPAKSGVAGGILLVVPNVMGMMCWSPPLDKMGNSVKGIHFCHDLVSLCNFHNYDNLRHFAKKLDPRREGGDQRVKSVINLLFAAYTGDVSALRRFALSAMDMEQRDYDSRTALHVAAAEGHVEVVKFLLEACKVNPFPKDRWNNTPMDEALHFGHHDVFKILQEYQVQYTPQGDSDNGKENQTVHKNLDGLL
#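 Assay buffer: 45 mM KH2PO4 pH 8.2, 0.02% Tween-20. hKGA acts on L-glutamine (1 mM solution added); product glutamate is reported by an oxidase/peroxidase Amplex Red coupling, with fluorescence taken at baseline and 30 min.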
# JMJD2A Tudor = blocks the human JMJD2A Tudor domain; O75164; AlphaScreen JMJD2A-Tudor / H3K4me3 peptide binding; Potency, µM (doses to about 114 µM), without a hit: at the top dose activity change, negative = inhibition, actives largely listed as inhibitors; 390,000 tested, 4.4% active; also: % is scaled to controls: 0 for no effect and ±100 for the full control effect; nearly all actives have a fitted effect of over 50% in size
# The depositor's hits bear a star; i = inactive; ? = inconclusive; · = not tested or not shown; [ ] = remark or other dose. Unless noted, calls follow the shape of the dose curve; as a rule, active = well fitted curve in the direction sought with a large enough effect; inconclusive = small, poorly fitted or top-dose-only effect, or another doubt; inactive = no such curve, though single readings can be large; an effect the other way counts as inactive or inconclusive. Potency is read from the fitted curve at half-maximal effect.
Compound	G9a block	PGK inhibitor	BAZ2B block	Pin1 inhibitor	GLS inh	HP1b chromo inh	JMJD2A Tudor	BLM inh	Pol iota inh
CCCC(=O)NC(=S)Nc1ccc(N2CCN(C(=O)c3cccs3)CC2)cc1	40µM*	-6%	?	16%	10%	4%	-27%	-3%	?
O=C(COC(=O)c1ccc(Cl)c(S(=O)(=O)N2CCCCC2)c1)NCCc1ccccc1	-28%	-4%	30%[activator]	9%	6%	41%[activator]	-7%	·	-3%
O=S1(=O)CC/C(=N\Nc2ccccc2)c2ccsc21	?	-6%	?	-1%	7%	29%	?	-5%	-16%
COc1ccc(C(=O)CSc2nc(SC)ns2)cc1OC	1%[59 µM]	-3%	-3%	4%	5%	18%	-15%	0%	12%
CCCCCCNC(=O)CC(c1ccccc1)c1cc(Br)ccc1O (stereo unspecified)	15%[59 µM]	i	37%[activator]	-3%	3%	16%	-16%	-19%	8%
Cc1ccc(S(=O)(=O)N(C)C)cc1NC(=O)COC(=O)c1ccc2ccccc2n1	?	-2%	-3%	0%	4%	15%	?	·	11%
CCC1c2ccccc2C(=O)C1C(N)=O (stereo unspecified)	·	i	·	2%	-13%	38%	1%	·	1%
CCn1c2ccccc2c2cc(NC(=O)CSc3nnc(-c4ccc(OC)c(OC)c4)n3N)ccc21	0%[12.7 µM]	-8%	-24%	2%	·	13%	22%	-6%	5%
O=C(CCN1C(=O)/C(=C/c2ccccc2Cl)SC1=S)NC1CCCC1	40%	-2%	-10%	22%	-1%	17%	-11%	-7%	8%
Cc1cc(C(=O)NCc2ccc(Cl)cc2)c2c(C)nn(-c3ccccc3)c2n1	-17%[59 µM]	7%	3%	0%	9%	24%	-9%	-1%	6%
CCCCc1cc2c(cn1)=C(OC(=O)c1cnc3ccccc3n1)C(C)(OC(=O)CC)C(=O)C=2 (stereo unspecified)	?	-3%	-26%	-1%	5%	13%	-15%	-6%[12.4 µM]	120%[activator]
CCCc1cc(=O)oc2cc(OCC(=O)N(C)C)c(Cl)cc12	12%[59 µM]	-3%	·	2%	0%	17%	-10%	0%	-9%
CC(C)c1nnc(NC(=O)c2ccc(S(=O)(=O)N3CCOCC3)cc2)s1	?	0%	-1%	6%	-4%	51%[activator]	-10%	-1%	20%
CC(C)(C)c1cn(-c2ccc(F)cc2)c(=S)[nH]1	1.4µM*	i	-7%	3%	-1%	23%	25µM*	-2%	-6%
O=C(OCc1ccccc1)/C(=C/c1cccc(Br)c1)NC(=O)c1ccco1	4%	-9%	-26%	?	-1%	32%	-15%	-13%	4%

# Structures above shown as hits in JMJD2A Tudor:
Compound	G9a block	PGK inhibitor	BAZ2B block	Pin1 inhibitor	GLS inh	HP1b chromo inh	JMJD2A Tudor	BLM inh	Pol iota inh
CC(C)(C)c1cn(-c2ccc(F)cc2)c(=S)[nH]1	1.4µM*	i	-7%	3%	-1%	23%	25µM*	-2%	-6%

# (continued)
Compound	G9a block	PGK inhibitor	BAZ2B block	Pin1 inhibitor	GLS inh	HP1b chromo inh	JMJD2A Tudor	BLM inh	Pol iota inh
Cc1ccc(C(=O)OCC(=O)NCC2CCCO2)c(C)c1 (stereo unspecified)	4%	-1%	1%	-2%	-12%	21%	-2%	0%	-7%
COc1cccc2cc(-c3nnc(SCC(=O)Nc4cc(C(F)(F)F)ccc4Cl)n3N)oc12	-38%[12.7 µM]	-5%	9%	-1%	-5%	2%	-2%	1%	0%
NC(CSC(c1ccccc1)(c1ccccc1)c1ccccc1)C(=O)O (stereo unspecified)	·	-4%	·	-1%	2%	9%	?	·	?
Cc1ccc(N(CC2CO2)S(=O)(=O)c2ccc(C)cc2)cc1 (stereo unspecified)	2%	6%	7%	-3%	-6%	33%	6%	-4%	8%
Cc1cccc(N2C(=O)N(Cc3ccc(C(C)(C)C)cc3)c3ccccc3S2(=O)=O)c1	12%[59 µM]	1%	-7%	1%	1%	18%	-13%	-8%	2%
Cc1cccc(Cn2c(CN3CCC(C(=O)NCCc4ccccc4)CC3)cc3ccccc32)c1	-8%[59 µM]	-1%	-13%	30%[activator]	-1%	37%	-20%	-5%	10%
O=C1OCCC1Sc1nc2ccccc2[nH]1 (stereo unspecified)	1%[59 µM]	-1%	0%	-9%	-2%	20%	-10%	0%	?
Cc1ccc(NC(=O)C(c2ccccc2)N2CCN(C(=O)c3ccco3)CC2)cc1 (stereo unspecified)	-37%[12.7 µM]	-10%	-1%	-3%	-9%	22%	-10%	·	13%
CCOc1ccc(N(CC(=O)NC2CCCCC2)C(=O)CSc2nnc(COc3ccccc3)o2)cc1	?	-8%	13%	-1%	-11%	61%[activator]	7%	0%	-1%
Cc1cccc(C)c1NC(=O)COC(=O)c1ccccc1O	16%	-4%	-1%	3%	-3%	19%	15%	-4%	86%[activator]
COc1cc2nc(C3CCC3)nc(N3CCN(c4ccccn4)CC3)c2cc1OC	50µM*	-7%	50µM*	2%	-4%	-16%	?	3%	25%
COc1ccc(OC)c(C(c2c(O)nc(SC)[nH]c2=O)c2c(O)nc(SC)[nH]c2=O)c1	50µM*	2%	-2%	-6%	5%	23%	-14%	-5%	80%[activator]
CCOc1ccc(S(=O)(=O)N(C(=O)c2ccncc2)c2ccc3oc(C)c(C(=O)OC)c3c2)cc1	?	i	-22%	31%[activator]	0%	14%	-17%	-11%	-5%
COc1ccc(C(=O)Nc2ccc3ncccc3c2)cc1	·	-9%	11%	-9%	2%	11%	-24%	4%	117%[activator]
CCOc1ccc(N(C(=O)c2ccc(OC)cc2)S(=O)(=O)c2ccc3c(c2)n(C)c(=O)n3C)cc1	-40%[59 µM]	·	?	57%[activator]	-6%	5%	?	-16%	3%

# Later entries
Compound	G9a block	PGK inhibitor	BAZ2B block	Pin1 inhibitor	GLS inh	HP1b chromo inh	JMJD2A Tudor	BLM inh	Pol iota inh
O=C(NCc1ccccc1Cl)C1CCN(S(=O)(=O)N2CCCCC2)CC1	-29%	-2%	-1%	2%	-2%	21%	12%	-2%	-5%[58.9 µM]
CCOC(=O)CSC1=C(C#N)C(c2ccco2)C(C(=O)OCc2ccccc2)=C(C)N1 (stereo unspecified)	-12%[59 µM]	-2%	11%	3%	-2%	20%	-23%	-17%	?
COc1cc2c(cc1OC)C(=S)NC(C)(C)C2	?	1%	1%	9%	0%	5%	-6%	-4%	25%
O=[N+]([O-])c1ccc(NC2CCN(Cc3ccccc3)CC2)c([N+](=O)[O-])c1	?	-2%	?	0%	-3%	?	-72%	-6%	1%
Cc1cccc(NC(=S)N(C)C)c1C	2%	-10%	-2%	3%	-1%	33%	8%	0%	23%
CCOc1ccc(NC(=O)CN(C)C(=O)c2ccc3[nH]c4c(c3c2)CC(C)CC4)cc1OCC (stereo unspecified)	35µM*	-5%	?	-3%	-5%	?	?	·	-15%
CCN(CC)CCNC(=O)C1c2ccccc2C(=O)N(C)C1c1cn(C)c2ccccc12 (stereo unspecified)	0%[2.33 µM]	i	-2%	3%	10%	7%	-10%	2%	9%
O=C1NCCCC1C(=O)NCCNC(=O)C(F)(F)F (stereo unspecified)	-4%	i	9%	1%	-9%	13%	-4%	-1%	-3%
CCCn1nnnc1NC(=O)c1cc(Cl)ccc1Cl	8.9µM*	-6%	56µM*	-14%	-4%	12%	40µM*	1%	105%[activator]
COC(=O)/C(=N/Nc1cccc(C)c1)N1CCCc2ccccc21	?	11%	?	1%	1%	28%	-3%	-11%	-1%
N#Cc1cnn(-c2ccccc2)c1NC(=O)CN1CCN(c2ccccc2)CC1	-38%	8%	-17%	0%	0%	26%	2%	-1%	67%[activator]
CNS(=O)(=O)c1cc(Cl)ccc1Sc1ccccc1C(=O)O	?	-2%	-11%	-1%	5%	14%	-9%	1%	-6%[58.9 µM]
COc1ccc(S(=O)(=O)Nc2ccc(C)cc2)cc1OC	-46%	-1%	7%	0%	1%	17%	-19%	-4%	-6%
Cc1ccc(C(=O)Nc2ccc(S(=O)(=O)N(Cc3ccccc3)c3ccccc3)cc2)cc1	-1%[59 µM]	4%	-7%	24%	15%	34%[activator]	-16%	-6%	14%
CC(C)CN(C(=O)COC(=O)CCC(=O)c1ccc(Cl)cc1)c1c(N)n(Cc2ccccc2)c(=O)[nH]c1=O	-13%	-3%	5%	12%	-1%	-13%	-20%	·	-17%

# Next part (two carried over from the part before).
Compound	G9a block	PGK inhibitor	BAZ2B block	Pin1 inhibitor	GLS inh	HP1b chromo inh	JMJD2A Tudor	BLM inh	Pol iota inh
Cc1ccc(C(=O)Nc2ccc(S(=O)(=O)N(Cc3ccccc3)c3ccccc3)cc2)cc1	-1%[59 µM]	4%	-7%	24%	15%	34%[activator]	-16%	-6%	14%
CC(C)CN(C(=O)COC(=O)CCC(=O)c1ccc(Cl)cc1)c1c(N)n(Cc2ccccc2)c(=O)[nH]c1=O	-13%	-3%	5%	12%	-1%	-13%	-20%	·	-17%
Cc1ccc(-c2csc3ncnc(N4CCN(S(=O)(=O)c5cccs5)CC4)c23)cc1	-20%[12.7 µM]	14%	-3%	23%	23%	21%	-19%	·	15%
CCC(C)NS(=O)(=O)c1ccc(F)c(C(=O)Nc2c(F)cc(F)cc2Br)c1 (stereo unspecified)	2%	-2%	0%	-5%	-1%	40%[activator]	4%	2%	21%
COc1cc(/C=C2\NC(=S)N(C)C2=O)ccc1OCc1cccc(F)c1	9%	-1%	4%	25%	2%	46%[activator]	-16%	-8%	-6%
COc1cccc(CNC(=O)c2cnc(N3CCCC3)nc2C)c1	16%[59 µM]	·	-9%	8%	-2%	42%[activator]	-7%	1%	2%
Cc1c(C(=O)N(C)C(C)c2ccccn2)oc2c(F)cccc12 (stereo unspecified)	·	3%	16%	-4%	-2%	50%[activator]	-5%	-1%	14%
CC(Oc1ccccc1)C(=O)NC1CCSc2ccccc21 (stereo unspecified)	-7%[12.7 µM]	-1%	11%	0%	-2%	37%	-6%	·	-10%
CC(=O)N/C(=N\OCc1ccccc1Cl)c1nonc1NC(C)=O	-9%[59 µM]	3%	3%	0%	0%	43%[activator]	2%	2%	179%[activator]
CC(=O)C1C(c2ccc(Cl)cc2)c2c(n[nH]c2C)CC1(C)O (stereo unspecified)	8%	-2%	-4%	3%	1%	63%[activator]	-12%	-5%	41%[activator]

# An excerpt; the hit share may differ from the screen's.
